# High-throughput results as filed in PubChem BioAssay.
# TNF death inh: blocks TNF-alpha induced death of Jurkat FADD-/- cells; Jurkat FADD-/- TNF necroptosis rescue, ATP luminescence, 24 h; 0 = TNF only, 100 = no-TNF cells; activation (protection from cell death), % at 10 µM; 0.068% of 220,000 active; AID 463075;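 active means activation, meaning protection from cell death, of at least 50% relative to plate controls; inactive means activation below 50%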;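 further: necroptosis triggered by 40 ng/mL TNF-alpha added together with compound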
# PPC-1+TRAIL kill: compounds killing PPC-1 cancer cells with TRAIL present (potentiator screen, no TRAIL-free arm); PPC-1 cells + TRAIL, ATPLite viability luminescence; cell killing (% activity), % at 4 µM; 0.41% of 220,000 active;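 active means cell killing above 50% in the first pass at 4 µM, then a duplicate retest at 5 µM averaging 50% or more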;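 further: plate controls were cells with TRAIL plus DMSO for no effect and medium-only wells lacking cells for full effect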
# EBV gp42 inh: blocks Epstein-Barr virus glycoprotein 42 binding. Q1HVG2. Fluorescence polarization binding assay, mP read-out. inhibition, % (tested at 21.74 µM). 0.42% of 220,000 active. AID 1085; in the data active means inhibition above about 50%
# Target sequence (Q1HVG2 whole entry, looked up): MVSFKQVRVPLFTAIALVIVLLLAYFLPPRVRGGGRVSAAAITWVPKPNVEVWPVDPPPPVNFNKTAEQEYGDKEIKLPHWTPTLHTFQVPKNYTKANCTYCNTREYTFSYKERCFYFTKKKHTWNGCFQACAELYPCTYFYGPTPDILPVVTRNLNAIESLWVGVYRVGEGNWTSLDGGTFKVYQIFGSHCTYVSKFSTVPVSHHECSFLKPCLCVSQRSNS
# TRPML3 ag: human mucolipin-3 channel agonism; Q8TDD5; HEK293 TRPML3-YFP, Fluo-8 calcium fluorescence; 100% = the carbachol control signal; activation, % at 3 µM; 0.29% of 220,000 active;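 active means activation above its plate's cutoff, the mean activation of the plate's test wells plus 3 SD, cut at about 12% in these data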;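 further: 0% = DMSO only wells and 100% = carbachol wells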
#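 Test system: HEK293 cells stably carrying human TRPML3-YFP; Doses: single dose, 3 µM final nominal compound, 0.3% DMSO final; Schedule: dye loading 1 h 37 °C then 30 min ambient, 125 s read; Technique: Fluo-8 calcium fluorescence; Benchmarks: high control carbachol 87 µM, low control DMSO.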
# Mdm2 ligase inh: blocks human Mdm2 ubiquitin ligase activity. Q00987. cell-based MDM2 ubiquitination luciferase reporter, 2 h; 0 = plate control, 100 = twice control, blank-subtracted. signal enhancement, % at 5 µM. 0.11% of 210,000 active;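 active means signal enhancement of 30% or more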;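 further: luminescence tracks abundance of the self-degrading MDM2-luciferase fusion protein; higher signal means inhibition of MDM2 E3 ligase activity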
#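 test system = mammalian cells stably expressing self-ubiquitinating, self-degrading MDM2 E3–luciferase fusion | quantity = 2000 cells/well | incubation = cell settling 4 h, compound treatment 2 h, both 37 °C | signal = luminescence with SteadyLite reagent, 15 min at room temperature | evaluation = % enhancement relative to plate controls after blank subtraction | benchmarks = plate controls and plate blanks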
# CHOP inhibitor: inhibitors of CHOP induction in ER stress response; CHO-K1 CHOP-promoter luciferase, tunicamycin-induced, 15-18 h; inhibition, % at 10 µM; 3.8% of 220,000 active;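 active means compounds that reduced the stress-induced luciferase reporter signal by more than about 70% of percent inhibition, limit read from the data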;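 further: 0% = tunicamycin plus vehicle and 100% = wells without tunicamycin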
# Runt-SMMHC FRET: inhibitors of human RUNX1 Runt domain binding to CBFb-SMMHC; 0.74% of 220,000 active; inhibition, % at 20 µM; Cerulean-Runt/Venus-CBFb-SMMHC FRET ratio 530/480, 1 h; Q01196+Q13951;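 active means mean inhibition across duplicate retests at 20 µM reaching about 50%, limit read from the data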;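 further: 0% = DMSO wells and 100% = wells with excess untagged CBFb-SMMHC; inhibitors lower the FRET ratio by blocking Runt binding to CBFb-SMMHC; some results filed as inactive read as strong as hits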
# Target sequence (Q01196 whole entry, looked up, the tested form may be a part): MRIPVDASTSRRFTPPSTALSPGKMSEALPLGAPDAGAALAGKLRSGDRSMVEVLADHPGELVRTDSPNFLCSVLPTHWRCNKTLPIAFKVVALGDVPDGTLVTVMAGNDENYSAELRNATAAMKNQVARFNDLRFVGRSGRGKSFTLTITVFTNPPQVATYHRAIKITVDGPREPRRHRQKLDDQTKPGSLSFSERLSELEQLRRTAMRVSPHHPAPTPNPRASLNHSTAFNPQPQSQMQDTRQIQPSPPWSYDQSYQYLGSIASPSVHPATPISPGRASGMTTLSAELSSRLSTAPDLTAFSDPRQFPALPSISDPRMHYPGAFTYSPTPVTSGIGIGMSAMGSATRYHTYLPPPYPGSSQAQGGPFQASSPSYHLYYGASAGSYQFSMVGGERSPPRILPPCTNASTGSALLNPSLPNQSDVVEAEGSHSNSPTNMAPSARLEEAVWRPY
# Target sequence (Q13951 whole entry, looked up, the tested form may be a part): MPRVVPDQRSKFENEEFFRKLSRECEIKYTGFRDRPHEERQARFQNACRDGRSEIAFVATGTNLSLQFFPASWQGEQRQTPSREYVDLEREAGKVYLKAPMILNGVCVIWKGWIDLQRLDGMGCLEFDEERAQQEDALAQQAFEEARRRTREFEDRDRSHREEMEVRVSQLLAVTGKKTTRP
# zfTRPN1 agonist: activates the zebrafish TRPN1 channel; AID 1424; HEK293 zebrafish TRPN1-YFP, Fluo-8 calcium fluorescence; 100% = response to 87 µM carbachol; 0.18% of 220,000 active; activation, % at 3 µM;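 active means activation above its plate's cutoff, the mean activation of test wells on that plate plus 3 SD, cut at about 19% in these data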;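 further: 0% = DMSO alone and 100% = 87 µM carbachol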
#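 Material: zebrafish TRPN1-YFP in HEK293 cells. Doses: one dose of 3 µM, 0.3% DMSO. Incubation: dye 1 h 37 °C plus 30 min RT. Measured by: intracellular calcium fluorescence with Fluo-8.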
# p47phox inh: blocks human p47phox regulatory protein of NADPH oxidases. P14598. p47phox/p22phox peptide binding, fluorescence polarization, 2 h. inhibition, % at 24.7 µM. 0.53% of 220,000 active. AID 1274;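 active means inhibition above about 30%, limit read from the data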;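 further: 0% = p47phox with labelled peptide and 100% = labelled peptide alone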
# Active calls of the source: *; . = no result given.
SMILES,TNF death inh,PPC-1+TRAIL kill,EBV gp42 inh,TRPML3 ag,Mdm2 ligase inh,CHOP inhibitor,Runt-SMMHC FRET,zfTRPN1 agonist,p47phox inh
NC(=S)Nc1ccc(C(F)(F)F)cc1Cl,-3.2,-2.9,-13.0,-0.3,-2.8,7.1,0.2,-0.1,-10.8
CCc1c(C)nc2ncnn2c1N1CCCC(C(=O)NCCc2ccc(OC)cc2)C1 (configuration not stated),-3.0,23.0,-1.9,-0.1,-5.6,38.6,2.1,-0.8,-5.7
Clc1ccc2nc(CSc3ccccc3)cn2c1,1.6,48.7,-0.7,-1.1,-66.0,6.4,1.3,-3.9,-5.8
CC(C)c1ccc(OCC(O)CN2CCN(c3ccccc3)CC2)cc1 (configuration not stated),2.2,0.6,-5.8,0.2,0.0,21.5,-1.8,-1.7,-0.9
Cc1ccc(C=C2C(=O)c3ccccc3C2=O)o1,-3.9,20.2,43.4,0.4,-4.7,22.8,-1.1,1.6,-25.4
O=C(NCc1cccnc1)C(=O)Nc1nc(C23CC4CC(CC(C4)C2)C3)cs1,0.8,-3.6,-2.1,-0.8,-16.2,15.4,-6.1,-1.1,-7.8
S=C(NCc1cccs1)Nc1cc(Cl)cc(Cl)c1,-6.8,-5.1,-6.6,5.5,-0.7,-5.2,-0.9,4.5,-21.3
Cc1cccc(C)c1Nc1nnc(SCc2cn3cccc(C)c3n2)s1,-2.4,20.0,2.4,-0.3,-4.2,26.2,-2.4,0.2,-7.0
Cc1ccccc1-c1nnn(CC(=O)Nc2cccc(S(N)(=O)=O)c2)n1,1.3,21.1,-13.3,0.7,-9.2,2.9,-1.3,0.5,-14.5
Cc1ccc2nc(C)c3c(c2c1)COC3,1.4,-5.4,-5.8,0.6,-4.2,5.4,1.4,1.6,6.2

# Results in p47phox inh and TRPML3 ag, for some of the entries so far:
SMILES,p47phox inh,TRPML3 ag
CCc1c(C)nc2ncnn2c1N1CCCC(C(=O)NCCc2ccc(OC)cc2)C1 (configuration not stated),-5.7,-0.1
CC(C)c1ccc(OCC(O)CN2CCN(c3ccccc3)CC2)cc1 (configuration not stated),-0.9,0.2
Cc1ccccc1-c1nnn(CC(=O)Nc2cccc(S(N)(=O)=O)c2)n1,-14.5,0.7
Cc1ccc(C=C2C(=O)c3ccccc3C2=O)o1,-25.4,0.4

# Additional results
SMILES,TNF death inh,PPC-1+TRAIL kill,EBV gp42 inh,TRPML3 ag,Mdm2 ligase inh,CHOP inhibitor,Runt-SMMHC FRET,zfTRPN1 agonist,p47phox inh
COCC(=O)Nc1cc(C(=O)Nc2ccccc2)ccc1Cl,-1.6,18.4,-5.1,0.0,-6.5,-7.0,-1.8,1.2,-4.1
C/C(=C\C(=O)c1ccc(C)o1)Nc1ccc2c(c1)OCO2,-1.9,5.2,0.4,0.6,-10.8,-9.5,-4.3,-1.7,1.4
COc1ccc(CC(=O)Nc2ccc(-c3cn4ccc(C)cc4n3)cc2)cc1,2.1,16.0,1.9,0.7,-39.9,9.6,-0.4,2.0,-0.1
CCn1c(CC(=O)Nc2ccc(C)cc2)nnc1SCC(=O)Nc1nc(C)cs1,-0.7,13.9,-0.6,-0.1,-14.1,40.9,-1.1,0.8,-3.4
COc1cccc(CNc2nn[nH]n2)c1OC,-1.2,3.7,1.8,-0.2,-4.7,5.3,-2.5,-1.1,-235.3
O=C(O)CC1C(=O)OCN1C(=O)OCc1ccccc1 (configuration not stated),-0.1,0.8,4.4,1.0,-27.2,2.1,1.6,1.0,0.5
COC(=O)CCCC1=CC2=C(c3ccccc3)C(=O)C(C)(OC(=O)C3CCCC3)C(=O)C2=CN1c1ccccc1 (configuration not stated),0.7,15.0,3.0,.,14.8,-4.2,-8.3,.,-14.3
N#Cc1ccccc1Cn1c(=O)n(Cc2ccc(C(=O)NCc3ccco3)cc2)c(=O)c2sccc21,2.7,3.5,2.9,-0.2,-0.9,5.5,2.1,-0.5,-24.1
COc1ccc(-c2nc3ccc(N4CCN(C)CC4)cc3c(=O)[nH]2)cc1,1.7,12.2,-11.2,0.0,-28.1,-2.5,0.1,0.1,-11.7
CC(C)C(=O)Nc1ccc(S(=O)(=O)Nc2nccc(/C=C/c3ccccc3)n2)cc1,0.2,5.9,11.9,0.1,9.8,26.6,-4.8,0.3,-3.5
O=C(N=Nc1c(O)[nH]c2ccccc12)c1cccc(S(=O)(=O)Nc2ccccc2Cl)c1,-0.5,21.6,7.0,1.6,-9.8,17.1,-8.2,0.5,-3.1
CSC1=N/C(=C\c2ccccc2C)C(=O)S1,-1.5,14.8,1.6,1.6,-6.6,41.8,-4.4,0.4,-9.6
COC(=O)CCP(=O)(O)Cc1ccccc1CP(=O)(O)CCC(=O)OC,-3.5,2.2,-12.4,0.4,-6.5,14.7,0.9,0.7,-5.7
COc1ccc(S(=O)(=O)Nc2cccc(C(C)=O)c2)cc1Br,-0.7,9.3,6.6,0.9,-21.9,15.0,2.8,1.8,1.4
O=C(NCCO)/C(=C/c1cccc([N+](=O)[O-])c1)NC(=O)c1ccco1,1.2,8.6,-5.2,1.4,-11.7,12.4,1.2,1.4,0.5
CCCCCn1c(N)c(-c2nc3ccccc3s2)c2c([N+](=O)[O-])nn(C)c(=O)c21,0.3,-5.8,-21.2,0.7,-15.8,6.8,-4.5,0.4,-7.3
C=CCn1c(SCC(=O)NCC(=O)OCC)nnc1-c1cccc(OC)c1,-1.6,2.2,-24.2,0.5,-6.6,16.0,2.9,0.5,-6.5
COc1ccc(/C=N/NC(=O)c2[nH]ncc2Br)c(OC)c1,-3.6,14.4,-9.1,0.4,-37.2,6.4,2.8,0.2,-9.2
O=P(Cc1cccc[n+]1[O-])(c1ccccc1)c1ccccc1,-0.6,19.9,4.2,1.0,-8.8,19.3,-7.2,0.5,6.4
CC1(C)CC(=O)/C(=C(\O)c2ccccc2)C(=NCCc2ccccc2)C1,-0.5,13.3,0.9,-0.8,-1.7,14.3,-1.1,0.1,-13.2
CCCOc1ccc([C@@H]2C3CN(C(=O)OCC)CC=C3C(C#N)=C(N)C2(C#N)C#N)cc1OC (some centres not stated),0.0,-9.6,-20.1,0.0,-0.4,38.6,8.0,0.5,-20.1
COc1ccc(OCCCC(=O)NC(C)c2ccccc2)cc1 (configuration not stated),2.9,-0.5,-14.4,0.2,-8.2,9.5,0.3,-1.4,-7.6
N#CC1=C(N)Nc2ncnn2C1c1ccccc1 (configuration not stated),-1.4,17.5,-2.0,0.1,-9.5,18.7,-4.2,-1.1,2.9
CCN(CC(=O)NC)S(=O)(=O)c1ccc(C)cc1,-1.1,-0.7,-3.5,0.1,-14.0,22.1,-7.4,0.7,-2.5
Cc1cc(C(C)(C)C)oc1C(=O)N(CC(=O)NC1CCCC1)Cc1ccccc1Cl,-2.0,27.7,9.0,33.4*,5.6,58.5,-0.2,2.7,-6.5
CN(C)c1ccc(/C=C/C=C2/SC(=S)N(c3ccccc3)C2=O)cc1,-16.5,25.9,-2.9,3.1,-16.4,34.3,-24.0,5.8,106.6*
Cc1cc(C)n(/C(=C/N(C)C)C(=O)c2ccccc2)n1,-0.2,3.3,-15.3,-0.8,10.2,20.1,-0.9,0.9,-2.6
O=C1CC(c2ccc(F)cc2)CC(O)=C1C1NCCc2ccccc21 (configuration not stated),-4.1,17.9,-4.4,1.3,-11.7,19.0,4.3,2.0,-16.1
COc1ccccc1NC(=O)CN(Cc1ccco1)C(=O)c1ccc(Cl)nc1,-2.2,23.5,-0.2,0.8,3.7,4.3,-4.9,-0.7,0.9
COc1ccccc1OCCC(=O)NCc1ccc2c(c1)OCO2,-0.6,20.5,2.9,0.7,-4.3,5.0,-2.5,0.9,-7.3
Cc1ccc(/C=N/NC(=O)CN2CCN(Cc3ccccc3Cl)CC2)o1,0.7,13.9,0.2,0.4,-20.2,2.0,-3.2,1.7,-12.6
Cc1ccc(CCNC(=O)C2CCN(C(=O)N(C)C)CC2)cc1,0.5,14.9,-12.7,1.1,-8.5,4.6,-0.5,-0.8,1.8
CC1CC(C)(C)n2c(O)c(N=NC(N)=S)c3cccc1c32 (configuration not stated),-1.4,8.9,3.4,0.1,-19.7,21.3,-0.2,-0.2,-3.4
COc1cc(-n2c(C)nc3cc(C(=O)NCc4ccco4)ccc32)cc(OC)c1OC,2.5,12.4,-28.4,1.2,-13.9,-6.3,-2.8,1.5,27.1
CCC(C)NC(=O)C(NS(=O)(=O)c1cccc2nsnc12)c1ccccc1 (configuration not stated),-0.1,-5.4,-3.6,-0.7,-11.4,-15.9,3.9,-0.8,-0.7
Cc1ccc(NC(=O)c2ccc(-n3cccn3)c([N+](=O)[O-])c2)cc1C,0.8,23.0,-9.6,-0.8,-20.3,-11.0,-2.6,-0.4,-6.5
COC(=O)N/N=C/c1ccccc1Cl,-3.7,3.9,6.2,0.1,-8.3,1.6,-1.1,0.1,3.5
CCOc1ccc(-c2cc(C)n3nc(C(N)=O)cc3n2)cc1,-3.0,4.1,21.7,0.1,-27.0,43.3,-3.6,-1.6,-7.3
O=C(NNC(=S)NCC1CCCO1)c1cccc(S(=O)(=O)N2CCOCC2)c1 (configuration not stated),0.9,9.8,-16.4,1.1,4.0,21.3,2.2,1.1,-6.8
Cc1cc(C)nc(SCc2ccc(F)cc2)n1,-0.7,7.9,-17.9,0.0,-10.5,9.1,-1.9,-0.3,-2.3
CCSc1nnc(-c2ccccc2N)c(=O)[nH]1,-0.9,10.2,-20.3,-0.1,-7.2,8.1,-2.7,-1.0,-8.1
COC(=O)c1cc(=O)n(CCc2ccc(OC)c(OC)c2)c(=Nc2ccc(F)c(Cl)c2)s1,-5.2,5.9,-18.1,-0.3,-8.2,-22.4,-7.8,0.5,-2.1
N#Cc1cccc(NC(=O)COC(=O)c2cccc(N3C(=O)c4ccccc4C3=O)c2)c1,0.7,29.1,-11.4,1.0,-13.6,26.5,3.3,2.7,-7.1
N#CC1=C(N)n2c(s/c(=C\c3cccs3)c2=O)=C(C#N)C1c1cccs1 (configuration not stated),-0.7,3.9,-45.4,1.7,-19.3,-1.4,-54.3,0.9,-83.9
COC(=O)c1cc2n3ccccc3c(C)c(-c3ccccc3)c-2c1C(=O)OC,-1.3,-3.5,103.5*,1.1,-7.7,-7.5,-0.5,1.4,52.8*
c1ccc2c(c1)CC1(CCCCC1)n1nnnc1-2,-2.2,15.6,-26.8,1.3,.,13.1,-3.1,0.1,-19.7
CCCn1c(SCC(=O)NC)nnc1C(C)C,0.0,1.7,-21.2,0.4,-7.4,-8.8,-2.4,-0.2,-14.3
